High-throughput results from PubChem BioAssay.
rad50 = NCI yeast anticancer drug screen, S. cerevisiae rad50 strain; growth inhibition, % at 50 µM; hit rate 10% among 79,000; AID 155;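 also: 0% = growth of vehicle-only cultures of the same strain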
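Compounds were tested on a yeast strain with an engineered DNA damage repair alteration; the reported value is growth inhibition normalised to vehicle treatment.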
yeast mlh1 rad18 = NCI yeast anticancer drug screen, S. cerevisiae mlh1 rad18 strain. % growth inhibition at 50 µM. hit rate 11% among 79,000. AID 175;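 also: 0% = growth of vehicle-only cultures of the same strain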
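Growth inhibition of the yeast strain was measured after compound exposure and expressed relative to vehicle-treated controls. The strain carries defined defects in DNA damage repair.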
yeast bub3 = NCI yeast anticancer drug screen, S. cerevisiae bub3 mutant strain. growth inhibition, % at 50 µM. hit rate 9.9% among 78,000. AID 167;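 also: 0% = growth of vehicle-only cultures of the same strain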
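Screening used yeast with an engineered genetic alteration affecting cell cycle control. Compound-exposed cultures were compared with vehicle cultures, and reduced growth was taken as inhibition.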
cln2 rad14 = NCI yeast anticancer drug screen, S. cerevisiae cln2 rad14 strain; hit rate 8.3% among 78,000; % growth inhibition at 50 µM; AID 165;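 also: 0% = growth of vehicle-only cultures of the same strain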
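Relative to vehicle controls, growth inhibition of compound-treated cln2 rad14 yeast was recorded.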
sgs1 mgt1 = NCI yeast anticancer drug screen, S. cerevisiae sgs1 mgt1 strain. hit rate 10% among 78,000. % growth inhibition at 50 µM. AID 161;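 also: 0% = growth of vehicle-only cultures of the same strain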
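Genetically altered yeast, compound exposure, growth inhibition relative to vehicle.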
yeast mec2-1 = NCI yeast anticancer drug screen, S. cerevisiae mec2-1 strain. hit rate 9% among 79,000. growth inhibition, % at 50 µM;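 also: 0% = growth of vehicle-only cultures of the same strain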
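Strain: mec2-1 (DNA repair/cell cycle alteration). Compound exposure, then growth measured; inhibition expressed relative to vehicle.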
* marks the source's active call; other numbers are inactive results. Rule as the data show it: active = growth inhibition above about 70%; inactive = the rest.

What do the screens show for `Clc1cc(Cl)cc(C=NC23CC4CC(CC(C4)C2)C3)c1`?
rad50: -14; yeast mlh1 rad18: -11; yeast bub3: -24; cln2 rad14: -20; sgs1 mgt1: -40; yeast mec2-1: -31

What do the screens show for `ClCC(Cl)[C@@H]1CC2C=CC1C2` (stereo not given in full)?
rad50: 3; yeast mlh1 rad18: -6; yeast bub3: 11; cln2 rad14: 16; sgs1 mgt1: 10; yeast mec2-1: -4

What do the screens show for `CC(=O)Oc1cccc2ccccc12`?
rad50: -23; yeast mlh1 rad18: -6; yeast bub3: -37; cln2 rad14: -109; sgs1 mgt1: 1; yeast mec2-1: -26

What do the screens show for `COC(=O)c1ccc2ccc3ccccc3c2c1`?
rad50: 14; yeast mlh1 rad18: 17; yeast bub3: 3; cln2 rad14: 1; sgs1 mgt1: 9; yeast mec2-1: -14

How did Clc1cccc2[nH]c(-c3ccncc3)nc12 do in these assays?
rad50: -18; yeast mlh1 rad18: -6; yeast bub3: 3; cln2 rad14: -11; sgs1 mgt1: -15; yeast mec2-1: -15

What do the screens show for `CCC1OC(=O)CC(O)C(C)C(OC2OC(C)C(O)C(N(C)C)C2O)C(CC=O)CC(C)C(=O)/C=C/C2(C)OC2C1C` (stereo not given)?
rad50: -13; yeast mlh1 rad18: -36; yeast bub3: -29; cln2 rad14: -19; sgs1 mgt1: -24; yeast mec2-1: -43

Results for Cc1cccc2c1C(=O)C(C1OC(=O)c3ccccc31)C2 (stereo not given) ?
rad50: 7; yeast mlh1 rad18: -12; yeast bub3: 14; cln2 rad14: -31; sgs1 mgt1: 2; yeast mec2-1: 10

How did S=c1nc(COc2ccc(Cl)cc2Cl)[nH][nH]1 do in these assays?
rad50: 11; yeast mlh1 rad18: -14; yeast bub3: 31; cln2 rad14: 15; sgs1 mgt1: 18; yeast mec2-1: -29

Results for COc1ccc(CCC2(C)OCCC(C)O2)cc1 (stereo not given) ?
rad50: -14; yeast mlh1 rad18: -27; yeast bub3: -16; cln2 rad14: 29; sgs1 mgt1: -4; yeast mec2-1: -6

What do the screens show for `CC1(c2ccccc2)SCCS1`?
rad50: 5; yeast mlh1 rad18: -6; yeast bub3: -14; cln2 rad14: -34; sgs1 mgt1: -8; yeast mec2-1: 2

How did CCCC(NC(=O)OCc1ccccc1)C(=O)NCC(=O)NCC(=O)OC (stereo not given) do in these assays?
rad50: -31; yeast mlh1 rad18: 11; yeast bub3: 0; cln2 rad14: 31; sgs1 mgt1: 12; yeast mec2-1: 0

Results for NCCN=C(Nc1ccccc1)Nc1ccccc1 ?
rad50: -41; yeast mlh1 rad18: -20; yeast bub3: -2; cln2 rad14: -1; sgs1 mgt1: -24; yeast mec2-1: -56

Results for CN(NC(=O)c1ccco1)C1=NCCN1 ?
rad50: -1; yeast mlh1 rad18: 11; yeast bub3: -4; cln2 rad14: 43; sgs1 mgt1: -12; yeast mec2-1: -18

What do the screens show for `CC(C)CCCC(C)C1CCC2C3C=C4C=CCCC4(C)C3CCC12C` (stereo not given)?
rad50: -11; yeast mlh1 rad18: -15; yeast bub3: 1; cln2 rad14: -24; sgs1 mgt1: -15; yeast mec2-1: -26

What do the screens show for `Clc1cnc2ccccc2c1`?
rad50: 24; yeast mlh1 rad18: 29; yeast bub3: 3; cln2 rad14: 23; sgs1 mgt1: 14; yeast mec2-1: 6

How did CN(C)CC1CCCC/C1=N/OC(=O)c1ccc(Cl)c(Cl)c1 (stereo not given) do in these assays?
rad50: -8; yeast mlh1 rad18: 5; yeast bub3: -7; cln2 rad14: -62; sgs1 mgt1: -11; yeast mec2-1: -6

Results for COc1ccc2c3c(ccc2c1)[C@@H]1C/C(=C(\OC(C)=O)C(F)(F)F)C(=O)[C@@]1(C)CC3 ?
rad50: -1; yeast mlh1 rad18: 20; yeast bub3: -11; cln2 rad14: 21; sgs1 mgt1: 0; yeast mec2-1: -5

What do the screens show for `CCN(CC)c1cccc(OC(=O)Nc2cccc(C(F)(F)F)c2)c1`?
rad50: 84*; yeast mlh1 rad18: 83*; yeast bub3: 88*; cln2 rad14: 83*; sgs1 mgt1: 84*; yeast mec2-1: 81*

How did CCOC(=O)c1[nH]c(C)c(/C(C)=N\NC(N)=O)c1C do in these assays?
rad50: -20; yeast mlh1 rad18: 10; yeast bub3: 8; cln2 rad14: -21; sgs1 mgt1: -7; yeast mec2-1: -15

How did O/N=C\c1cc[n+](CCC[n+]2ccc(/C=N\O)cc2)cc1 do in these assays?
rad50: -26; yeast mlh1 rad18: -13; yeast bub3: -19; cln2 rad14: -9; sgs1 mgt1: -15; yeast mec2-1: -31

Results for CC(=O)OC/C(C)=C\CC(C)COC(C)=O (stereo not given) ?
rad50: -9; yeast mlh1 rad18: -1; yeast bub3: -19; cln2 rad14: 2; sgs1 mgt1: 14; yeast mec2-1: 3

How did COc1ccc(OC)c(/C=C2\CCc3ccccc3C2=O)c1 do in these assays?
rad50: 17; yeast mlh1 rad18: -24; yeast bub3: 48; cln2 rad14: 7; sgs1 mgt1: 28; yeast mec2-1: -30

What do the screens show for `CC(C)(C)CC(C)(C)N(CSc1ccc2ccccc2c1)CSc1ccc2ccccc2c1`?
rad50: 21; yeast mlh1 rad18: 18; yeast bub3: 0; cln2 rad14: 14; sgs1 mgt1: 21; yeast mec2-1: 5

What do the screens show for `NC(=O)c1c(Cl)nc2n1CCS2`?
rad50: 14; yeast mlh1 rad18: 0; yeast bub3: -4; cln2 rad14: 8; sgs1 mgt1: -1; yeast mec2-1: -17

How did CCOC(=O)/C=C\CC(=O)OCC do in these assays?
rad50: -4; yeast mlh1 rad18: 1; yeast bub3: -12; cln2 rad14: 12; sgs1 mgt1: -8; yeast mec2-1: -27

How did COC(=O)c1nnn(-c2cccc(Cl)c2)c1C(=O)c1ccc(Cl)c(Cl)c1 do in these assays?
rad50: -7; yeast mlh1 rad18: 12; yeast bub3: -9; cln2 rad14: -5; sgs1 mgt1: 8; yeast mec2-1: 6

What do the screens show for `CC1(C)N=C(N)N=C(N)N1c1cccc(CNC(=O)Nc2ccccc2)c1`?
rad50: 33; yeast mlh1 rad18: 7; yeast bub3: -7; cln2 rad14: 8; sgs1 mgt1: 29; yeast mec2-1: 2

Results for O=C1C2CC3CC(C2)CC1C3 ?
rad50: 15; yeast mlh1 rad18: 15; yeast bub3: 6; cln2 rad14: 9; sgs1 mgt1: 37; yeast mec2-1: -4

Results for CCOC(=O)C(C)(C)/C=C\C(Cl)=C(Cl)Cl ?
rad50: 4; yeast mlh1 rad18: -34; yeast bub3: 19; cln2 rad14: 4; sgs1 mgt1: 9; yeast mec2-1: 4

Results for CCOc1ccccc1N=Cc1c2ccccc2cc2ccccc12 ?
rad50: 89*; yeast mlh1 rad18: 87*; yeast bub3: 90*; cln2 rad14: 59; sgs1 mgt1: 91*; yeast mec2-1: 91*

Results for O=C(CSc1cc[o+]cc1)c1cccc([N+](=O)[O-])c1 ?
rad50: 66; yeast mlh1 rad18: 94*; yeast bub3: 97*; cln2 rad14: 78*; sgs1 mgt1: 68; yeast mec2-1: 82*

Results for CNSC1CCC2(C)C(=CCC3C2CCC2(C)C(C(C)CCCC(C)C)CCC32)C1 (stereo not given) ?
rad50: -1; yeast mlh1 rad18: 10; yeast bub3: -3; cln2 rad14: -5; sgs1 mgt1: -10; yeast mec2-1: 2

What do the screens show for `CC1=C(C(=O)Nc2ccc(Cl)c(Cl)c2)C(c2ccco2)C(C(=O)Nc2ccc(Cl)c(Cl)c2)=C(C)N1`?
rad50: 89*; yeast mlh1 rad18: 88*; yeast bub3: 89*; cln2 rad14: 88*; sgs1 mgt1: 89*; yeast mec2-1: 88*

How did CC1(C)/C(=N\NC(N)=O)C2CCC1C2 (stereo not given) do in these assays?
rad50: -20; yeast mlh1 rad18: -17; yeast bub3: -12; cln2 rad14: -4; sgs1 mgt1: 3; yeast mec2-1: -26

Results for c1ccc2[nH]c3[nH]c4[nH]c5ccccc5[nH]c4[nH]c3[nH]c2c1 ?
rad50: -29; yeast mlh1 rad18: -12; yeast bub3: -8; cln2 rad14: -6; sgs1 mgt1: -21; yeast mec2-1: -9

Results for O=c1cccccc1Cl ?
rad50: 15; yeast mlh1 rad18: 12; yeast bub3: 41; cln2 rad14: 6; sgs1 mgt1: 21; yeast mec2-1: -42

Results for COc1ccc(/C=C/c2cnc3ccccc3n2)cc1OC ?
rad50: 29; yeast mlh1 rad18: 81*; yeast bub3: 45; cln2 rad14: 26; sgs1 mgt1: 58; yeast mec2-1: -5

How did O=C1ONN(c2ccccc2)/C1=C/N=Nc1ccccc1 do in these assays?
rad50: 1; yeast mlh1 rad18: -3; yeast bub3: -8; cln2 rad14: -54; sgs1 mgt1: 11; yeast mec2-1: -2

Results for O=[N+]([O-])c1cccc(OS(=O)(=O)c2ccccc2)c1 ?
rad50: 8; yeast mlh1 rad18: 10; yeast bub3: 24; cln2 rad14: -7; sgs1 mgt1: 16; yeast mec2-1: -1

Results for BrCCCC1CCCCC1 ?
rad50: -24; yeast mlh1 rad18: -15; yeast bub3: -15; cln2 rad14: 2; sgs1 mgt1: -13; yeast mec2-1: -42

A stretch of the results above, for reference:
Results for CC(=O)OC/C(C)=C\CC(C)COC(C)=O (stereo not given) ?
rad50: -9; yeast mlh1 rad18: -1; yeast bub3: -19; cln2 rad14: 2; sgs1 mgt1: 14; yeast mec2-1: 3

How did COc1ccc(OC)c(/C=C2\CCc3ccccc3C2=O)c1 do in these assays?
rad50: 17; yeast mlh1 rad18: -24; yeast bub3: 48; cln2 rad14: 7; sgs1 mgt1: 28; yeast mec2-1: -30

What do the screens show for `CC(C)(C)CC(C)(C)N(CSc1ccc2ccccc2c1)CSc1ccc2ccccc2c1`?
rad50: 21; yeast mlh1 rad18: 18; yeast bub3: 0; cln2 rad14: 14; sgs1 mgt1: 21; yeast mec2-1: 5

What do the screens show for `NC(=O)c1c(Cl)nc2n1CCS2`?
rad50: 14; yeast mlh1 rad18: 0; yeast bub3: -4; cln2 rad14: 8; sgs1 mgt1: -1; yeast mec2-1: -17

How did CCOC(=O)/C=C\CC(=O)OCC do in these assays?
rad50: -4; yeast mlh1 rad18: 1; yeast bub3: -12; cln2 rad14: 12; sgs1 mgt1: -8; yeast mec2-1: -27

New compounds follow
Results for CCc1scc(C)[n+]1CC(=O)c1cccc([N+](=O)[O-])c1 ?
rad50: -6; yeast mlh1 rad18: -2; yeast bub3: 9; cln2 rad14: 18; sgs1 mgt1: -4; yeast mec2-1: -3

How did COc1ccc([N+](=O)[O-])cc1CO/N=C(/CCC(=O)O)C(=O)O do in these assays?
rad50: -12; yeast mlh1 rad18: -8; yeast bub3: 0; cln2 rad14: -10; sgs1 mgt1: 7; yeast mec2-1: 3

How did COc1cc(NS(=O)(=O)c2ccc(N)cc2)nc(OC)n1 do in these assays?
rad50: -28; yeast mlh1 rad18: -4; yeast bub3: -23; cln2 rad14: -60; sgs1 mgt1: -11; yeast mec2-1: -11

What do the screens show for `Cc1nc2sc3c(c2c(=O)o1)CCCC3`?
rad50: 4; yeast mlh1 rad18: 26; yeast bub3: 73*; cln2 rad14: 4; sgs1 mgt1: 27; yeast mec2-1: 25

Results for COc1ccc(OC)c(C(Cc2ccnc3ccccc23)Cc2ccnc3ccccc23)c1 ?
rad50: 99*; yeast mlh1 rad18: 99*; yeast bub3: 99*; cln2 rad14: 99*; sgs1 mgt1: 99*; yeast mec2-1: 99*

How did C1CC2(CCC13CO3)CO2 (stereo not given) do in these assays?
rad50: -3; yeast mlh1 rad18: 9; yeast bub3: 15; cln2 rad14: 16; sgs1 mgt1: -14; yeast mec2-1: -3

How did Cc1ccccc1NC(=O)CC(=O)NNCC(=O)Nc1nnc(-c2ccccc2)s1 do in these assays?
rad50: 8; yeast mlh1 rad18: 18; yeast bub3: -1; cln2 rad14: -34; sgs1 mgt1: 6; yeast mec2-1: -4

How did CCN(CC)C(=O)c1c(OC)cc(C)cc1C(O)c1cc(OC)cc(OC)c1 (stereo not given) do in these assays?
rad50: 13; yeast mlh1 rad18: 12; yeast bub3: 6; cln2 rad14: 3; sgs1 mgt1: 21; yeast mec2-1: 25

How did O=C(Nc1cc(Cl)ccc1Cl)C(=O)C(c1cnc2ccccc2n1)[N+](=O)[O-] (stereo not given) do in these assays?
rad50: 13; yeast mlh1 rad18: 13; yeast bub3: 34; cln2 rad14: 36; sgs1 mgt1: -24; yeast mec2-1: 6

Results for CC1(C)CC(C#N)CC(C)(C)N1O ?
rad50: 2; yeast mlh1 rad18: -1; yeast bub3: -5; cln2 rad14: -21; sgs1 mgt1: 0; yeast mec2-1: -1

Results for CSc1nnnc2ccccc12 ?
rad50: -15; yeast mlh1 rad18: -17; yeast bub3: -9; cln2 rad14: 43; sgs1 mgt1: 9; yeast mec2-1: -7

What do the screens show for `NC(CCCCNCc1ccccc1O)C(=O)O` (stereo not given)?
rad50: 10; yeast mlh1 rad18: 26; yeast bub3: 21; cln2 rad14: 7; sgs1 mgt1: -2; yeast mec2-1: 14
